HMGR II inh = E. faecalis class II HMG-CoA reductase inhibition. inhibition, % at 10 µM. AID 1066. 0.41% of 190,000 active. purified E. faecalis HMGR, NADPH absorbance 340 nm kinetic;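 active means inhibition above a set limit, the median over all tested compounds plus 3 SD, cut at about 9.5% in these data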;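 further: enzyme runs in reverse so mevalonate oxidation gives rising NADPH absorbance; 0% = complete reaction with DMSO and 100% = background rate lacking mevalonate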
bIAP inh = intestinal alkaline phosphatase (bovine) inhibition; purified bovine IAP, CDP-star luminescence, 30 min; inhibition, % at 20 µM; 190,000 tested, under 10 active;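 active means over 50% inhibition of intestinal alkaline phosphatase at 20 µM in the single-dose screen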
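System: purified bovine intestinal alkaline phosphatase (IAP) enzyme; Input: IAP diluted 1/65,000,000 in the well; Measured by: CDP-star luminescence signal; Compound dosing: 20 µM single dose; Incubation: 30 min reaction at room temperature.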
TNAP inh no acc = inhibitors of human TNAP without phosphate acceptor | 0.26% of 200,000 active | inhibition, % at 20 µM | purified TNAP, CDP-star luminescence, 30 min;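 active means tissue-nonspecific alkaline phosphatase inhibition above about 50% at 20 µM in the single-dose screen, limit read from the data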;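 further: 0% = DMSO negative control and 100% = EDTA positive control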
PPARg SRC1 recr = promotes SRC-1 coactivator recruitment by human PPARgamma; P37231; PPARgamma-SRC-1 coactivator recruitment biochemical assay; activation, % at 8 µM; 0.41% of 200,000 active; AID 631; in the data active means activation above about 19%;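 further: 0% = DMSO and 100% = reference agonist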
Target sequence (P37231 whole entry, looked up): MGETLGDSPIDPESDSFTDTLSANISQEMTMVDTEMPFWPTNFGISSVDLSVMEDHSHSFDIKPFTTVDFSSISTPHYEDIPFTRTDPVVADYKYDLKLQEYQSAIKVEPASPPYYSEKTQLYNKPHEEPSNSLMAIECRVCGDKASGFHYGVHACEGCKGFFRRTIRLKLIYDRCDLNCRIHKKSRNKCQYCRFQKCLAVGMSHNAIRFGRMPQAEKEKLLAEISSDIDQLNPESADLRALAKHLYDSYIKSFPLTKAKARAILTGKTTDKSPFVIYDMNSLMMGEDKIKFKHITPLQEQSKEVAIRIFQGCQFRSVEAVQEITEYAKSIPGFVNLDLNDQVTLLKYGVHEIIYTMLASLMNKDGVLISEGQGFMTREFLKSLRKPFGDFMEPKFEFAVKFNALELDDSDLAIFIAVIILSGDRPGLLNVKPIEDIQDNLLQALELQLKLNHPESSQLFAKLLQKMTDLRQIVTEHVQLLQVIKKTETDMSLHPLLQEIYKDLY
TR-FRET SRC-2 ct = flags TR-FRET format artefacts in PPARgamma SRC-2 recruitment agonist screen; 0.4% of 200,000 active; TR-FRET artefact counter-screen; stronger effect = higher value; TR-FRET ratio at 8 µM; in the data active means TR-FRET ratio above about 2000; further: inactives centre near 1500
PPARg SRC3 recr = promotes SRC-3 coactivator recruitment by human PPARgamma; biochemical PPARgamma/SRC-3 coactivator recruitment assay; activation, % at 8 µM; P37231; 0.26% of 200,000 active; in the data active means activation above about 23%;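 further: 0% = DMSO and 100% = reference agonist; some compounds past the cut are filed as inactive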
TNAP act hi DEA = activators of human TNAP at high phosphate acceptor concentration. purified TNAP, CDP-star luminescence, 1 M DEA, 30 min; stronger effect = higher value; 0 = EDTA background, 1 = DMSO-only activity. activation factor at 20 µM. AID 1136. P05186. 200,000 tested, under 10 active;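 active means activation factor at least 2 at 20 µM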
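system = human TNAP | amount = enzyme diluted 1/800 final | reagent = 100 µM CDP-star substrate | signal = luminescent substrate turnover signal | dosing = one dose, 20 µM | benchmarks = EDTA negative control, DMSO positive control | measure = activation factor | timing = 30 min reaction, room temperature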
bIAP activator = increases bovine intestinal alkaline phosphatase activity; purified bovine IAP, CDP-star luminescence, 30 min; stronger effect = higher value; fold of DMSO-control signal, blank-subtracted; activation factor at 20 µM; 0.17% of 200,000 active; AID 1016;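 active means activation factor of 2 or more at 20 µM, a signal rise over negative controls twice the positive control's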
PPARg SRC-2 ag = PPARgamma-driven SRC-2 recruitment agonism | PPARgamma LBD-SRC-2 recruitment, biochemical | P37231 | activation, % at 8 µM | 0.34% of 200,000 active; in the data active means activation above about 22%;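 further: 0% = vehicle and 100% = reference agonist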
TNAP inh hi DEA = TNAP (human) inhibition, high acceptor; P05186; purified TNAP, CDP-star luminescence, 1 M DEA; inhibition, % at 20 µM; 0.03% of 200,000 active; AID 1135;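 active means over 50% inhibition of tissue-nonspecific alkaline phosphatase at 20 µM in the single-dose screen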;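 further: plate controls were DMSO wells for no effect and EDTA-quenched wells as full inhibition for full effect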
* = called active by the depositor; . = not tested or not shown.

structure	HMGR II inh	bIAP inh	TNAP inh no acc	PPARg SRC1 recr	TR-FRET SRC-2 ct	PPARg SRC3 recr	TNAP act hi DEA	bIAP activator	PPARg SRC-2 ag	TNAP inh hi DEA
O=C(Nc1nc2ccccc2[nH]1)C1CCC1	3	-29	-43	-4	1522	-2	1	1.3	9	0
O=c1c2c3c(sc2nc(NCCO)n1CCc1ccccc1)CCCCC3	-2	13	-2	-2	1667	2	1	0.9	3	-2
S=C(NCc1ccccn1)Nc1ccc(Br)cc1Cl	2	18	-3	10	1636	7	1	0.8	17	0
CCn1cc(C(=O)NCc2ccc3c(c2)OCO3)c(=O)c2cc(F)c(N3CCN(C)CC3)cc21	-1	-2	-8	10	1684	9	1.1	1	14	-5
Nn1c(SCC(=O)NC(=O)NC2CCCC2)nnc1-c1ccccc1F	-5	29	-12	2	1516	-7	1	0.7	-1	-1
Clc1ccccc1CONc1ncnc2nonc12	0	8	-6	4	1575	-1	1	0.9	7	0
CCCc1cc(=O)n2[nH]c(CCc3ccccc3)nc2n1	-4	6	4	1	1454	-16	1	0.9	-3	-5
COc1ccc(N(CC(=O)Nc2ccccc2C(=O)NCC(C)C)S(C)(=O)=O)cc1	-2	-1	-1	-3	1359	-1	1	1	5	4
Cc1csc(NC(=O)CSc2nnc(-c3ccccc3)o2)n1	2	-3	-10	3	1462	-1	1	1	8	-4
CCOC(=O)N/N=C\c1ccc([N+](=O)[O-])s1	11*	8	-5	-2	1380	0	1	0.9	-6	5
CSc1cccc(NS(=O)(=O)c2cccc3nsnc23)c1	3	8	-9	3	1507	4	1	0.9	10	-4
c1ccc(N2CCN(c3nnc(Cc4cccnc4)c4ccccc34)CC2)nc1	5	2	1	2	1555	-9	1	1	-2	2

Record cards, as listed above. Values in the order: HMGR II inh | bIAP inh | TNAP inh no acc | PPARg SRC1 recr | TR-FRET SRC-2 ct | PPARg SRC3 recr | TNAP act hi DEA | bIAP activator | PPARg SRC-2 ag | TNAP inh hi DEA
O=c1c2c3c(sc2nc(NCCO)n1CCc1ccccc1)CCCCC3 as listed: -2 | 13 | -2 | -2 | 1667 | 2 | 1 | 0.9 | 3 | -2
Cc1csc(NC(=O)CSc2nnc(-c3ccccc3)o2)n1 as listed: 2 | -3 | -10 | 3 | 1462 | -1 | 1 | 1 | 8 | -4
O=C(Nc1nc2ccccc2[nH]1)C1CCC1 as listed: 3 | -29 | -43 | -4 | 1522 | -2 | 1 | 1.3 | 9 | 0

Remaining list, next part:
structure	HMGR II inh	bIAP inh	TNAP inh no acc	PPARg SRC1 recr	TR-FRET SRC-2 ct	PPARg SRC3 recr	TNAP act hi DEA	bIAP activator	PPARg SRC-2 ag	TNAP inh hi DEA
Cc1nc2ccccc2nc1OCc1ccc([N+](=O)[O-])cc1	-3	-2	-12	0	1476	-1	1	1	0	-4
Cc1cccc(S(=O)(=O)C(C#N)c2nc3ccccc3nc2N2CC(C)OC(C)C2)c1 (centres undefined)	0	-1	-11	4	1402	-7	1.1	1	3	-6
NC(=O)CSc1nc2c(c(=O)n1-c1ccccc1)C1(CCCCC1)Cc1ccccc1-2	-2	18	-6	6	1574	5	1	0.8	8	0
Cc1cc(Cl)ccc1OCC(=O)N1CCCCC1	2	11	-1	3	1811	7	1	0.9	6	-2
COC(=O)c1ccccc1N(Cc1ccccc1)S(C)(=O)=O	2	-2	-7	-5	1629	-2	1	1	-1	-4
O=C(NCc1ccccc1)N1CCC(c2nc3ccccc3[nH]2)CC1	2	6	1	-2	1506	6	1	0.9	-2	-4
CCOc1ccc(Oc2c(/C=N/NC(N)=O)c(C)nn2-c2ccccc2)cc1	0	1	-15	-1	1683	2	1	1	7	2
CC(=O)N(C(C)=O)c1ncc2c([nH]c3ccccc32)c1C#N	-2	11	-1	-2	1483	-1	1.1	0.9	5	-9
COc1ccc(C(C)=O)cc1COC(=O)c1cc(C)oc1C	-4	23	-7	1	1595	0	1	0.8	-2	-4
CC(=O)Nc1ccc(C2=NN(CC#N)C(=O)SC2)cc1	0	10	-12	1	1561	3	1	0.9	3	-4
CCCN(c1ccc(OCC)cc1)c1ncnc2nc[nH]c12	-3	-46	-68	4	1793	2	1	1.5	1	-5
Cc1ccccc1OCc1nc2ccccc2c(=O)n1/N=C/c1c[nH]c2ccccc12	0	0	-22	4	1649	2	1.1	1	8	-12
CC(NC(=O)CCCOc1ccc(Cl)cc1)c1ccccc1 (centres undefined)	-4	8	-13	1	1520	2	1	0.9	6	1
N#CCCN1CCN(S(=O)(=O)c2cc(Cl)ccc2Cl)CC1	-8	4	-16	-6	1756	1	1	1	-10	-3
CC(C)Nc1cc(C(F)(F)F)nc(-c2ccccn2)n1	-5	1	6	-1	1422	0	1	1	-9	-1
Cc1ccc2c(NC(=O)C3CC3)c(C)ccc2n1	-9	20	-12	0	1582	6	1.1	0.8	8	-6
CN1C(=O)C2(NCCc3c2[nH]c2ccccc32)c2ccccc21 (centres undefined)	-4	-6	3	-6	1623	7	1	1.1	3	-2
CNC(=O)COC(=O)c1ccccc1Oc1ccccc1	4	6	-12	8	1659	9	1	0.9	9	-4
Cc1noc(C)c1COC(=O)COc1ccc2c(C)cc(=O)oc2c1	-5	10	-17	-8	1447	-1	1	0.9	2	-5
CCCOc1ccccc1C1NC(=O)NC(C)=C1C(=O)OCCOC(C)C (centres undefined)	-2	-3	-15	3	1507	4	1.1	1	2	-7
COc1ccccc1C(=O)NC1CCCCCCC1	1	0	-3	-4	1549	12	1	1	6	3
COc1ccccc1N1CCN(CC(=O)c2ccc3ccn(C(C)=O)c3c2)CC1	-6	3	-13	7	1503	0	1	1	-4	-4
CSC1=NCCN1S(=O)(=O)c1ccc2ccccc2c1	-4	1	-12	-3	1665	2	1	1	5	-1
CCOC(=O)c1c(-c2ccc(C)o2)csc1NC(=S)NC(=O)c1cccs1	-1	13	3	-5	1416	0	1	0.9	-6	2
Cc1cc(C)cc(N(C(=O)c2csnn2)C(C(=O)NC(C)(C)C)c2ccncc2)c1 (centres undefined)	-3	-6	-4	4	1670	1	1	1.1	12	0
O=C(Cn1cnc2ccccc2c1=O)NCCC(=O)Nc1ccc2c(c1)OCCO2	-1	-8	-10	11	1443	11	1	1.1	5	-4
O=C(Nc1ccc(N2CCCCC2)cc1)c1cncc(Br)c1	.	-4	-6	20*	1438	5	1	1	6	-3
Cc1cccc(NC(=O)CSc2nncn2-c2ccccn2)c1	0	10	-11	-3	1792	-1	1	0.9	2	-2
N#Cc1cc(-c2ccccc2)cnc1Cl	-1	10	-2	-2	1709	9	1.1	0.9	1	-7
OCCNCc1ccc(OCc2ccc(Cl)cc2Cl)cc1	-1	5	2	2	1676	5	1.1	0.9	12	-7
COC(=O)c1sccc1NC(=O)c1ccc(Br)o1	3	5	-12	-9	1538	-3	1	1	4	-3
COCCn1c(CN2CCN(C)CC2)nc2c1c(=O)n(C)c(=O)n2C	2	-8	-15	-2	1453	6	1	1.1	3	-5
CNC(=S)N1N=C(c2ccc(Br)cc2)CC1c1ccc(OC)cc1 (centres undefined)	4	5	-8	23*	2412*	21	1	0.9	18	0
N=c1n(Cc2ccccc2)c2ccccc2n1CC(O)c1ccccc1 (centres undefined)	2	-23	-3	-2	1676	-4	1	1.2	2	-5
CC1CCCCC1NC(=O)CSc1ccsc1[N+](=O)[O-] (centres undefined)	-9	-2	-4	14	1587	5	1	1	7	-1
CC(C)CCNC(=O)c1ccc(OC2CCN(S(=O)(=O)N(C)C)CC2)cc1	-5	-6	-4	-2	1498	-1	1	1.1	0	-1
O=C(C1CCN(c2nnc(-n3cccc3)s2)CC1)N1CCc2ccccc2C1	-5	-6	-9	2	1392	5	1	1.1	1	1
COc1ccc(CN(C)C2CCCCC2)cc1	2	-1	-2	-9	1427	-3	1.1	1	-9	-12
O=C(COc1nsnc1N1CCOCC1)Nc1ccc(Cl)cc1	-3	1	-12	8	1631	3	1	1	-6	-1
Cc1cc(OCCn2ccnc2)ccc1C(C)C	-7	3	-7	-11	1419	-1	1	1	-7	-3
Cc1ccc(-n2c(SCC(N)=O)nnc2-c2ccc(S(=O)(=O)N3CCCCC3)cc2)c(C)c1	0	1	-5	-1	1684	10	1	1	-1	0
COc1ccc2c(c1)c(=O)c(C(=O)c1ccc(F)cc1)cn2CC(=O)Nc1ccc(F)cc1	3	33	-9	1	1564	2	1	0.7	5	-4
CC1(C)Cc2c(sc3nc[nH]c(=O)c23)CO1	1	9	0	0	1682	3	1.1	0.9	-1	-5
COc1cc(C(=O)Nc2cccc(-c3cn4cccnc4n3)c2)cc(OC)c1OC	1	-2	-7	3	1635	-2	1	1	5	0
O=C(C1CCCO1)N1CCC(c2nc3ccccc3[nH]2)CC1 (centres undefined)	-4	11	-12	1	1406	-1	1.1	0.9	-1	-5
COc1ccccc1/C=C/C(=O)NCC(=O)N/N=C(\CCC(=O)O)c1ccccc1	-3	2	-2	7	1494	3	1	1	6	4
O=C(CNC(=O)c1cc2ccccc2o1)NCc1cccs1	-3	-9	-7	2	1552	-2	1	1.1	8	-1
COc1cc(C(=O)NNC(=O)NC2CCCCC2)cc(OC)c1OC	0	3	3	-2	1424	0	1	1	-1	1

Screening data from PubChem.
